PTHR1 ag: activates the human parathyroid hormone receptor PTHR1; Q03431; HEK293 GP2 PTHR1 cells, GloSensor cAMP luminescence, 1 h; Potency, µM (titrated, usually from 115 µM), for the others: at the highest dose activation, hits mostly activators; 0.075% of 410,000 active; AID 743266; further: potency means the concentration at half of the fitted maximal effect; nearly all actives have a fitted effect of over 55% in size; some results filed as inactive show a strong effect at the top dose; inactives centre near -15; many of its hits are not listed in these tables
Target sequence (Q03431 whole entry, looked up): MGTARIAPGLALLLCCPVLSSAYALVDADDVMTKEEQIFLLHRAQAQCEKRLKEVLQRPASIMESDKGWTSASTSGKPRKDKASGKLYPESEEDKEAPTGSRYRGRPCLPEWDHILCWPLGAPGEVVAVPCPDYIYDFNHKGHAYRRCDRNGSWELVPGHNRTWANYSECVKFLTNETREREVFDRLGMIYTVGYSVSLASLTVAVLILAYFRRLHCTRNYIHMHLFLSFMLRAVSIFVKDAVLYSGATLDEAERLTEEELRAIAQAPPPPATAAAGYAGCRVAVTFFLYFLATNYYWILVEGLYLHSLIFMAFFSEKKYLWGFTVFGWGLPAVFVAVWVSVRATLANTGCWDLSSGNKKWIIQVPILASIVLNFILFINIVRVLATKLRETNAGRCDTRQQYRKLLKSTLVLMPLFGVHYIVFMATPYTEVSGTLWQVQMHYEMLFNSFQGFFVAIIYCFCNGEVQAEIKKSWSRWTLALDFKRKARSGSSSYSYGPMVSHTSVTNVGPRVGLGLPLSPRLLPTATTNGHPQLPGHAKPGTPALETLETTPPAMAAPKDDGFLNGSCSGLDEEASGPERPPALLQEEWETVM
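HEK-293-derived GP2 cells expressing PTHR1 and a GloSensor cAMP reporter, 3,000/well, plated overnight, given luciferin plus IBMX (each 0.5 mM as added) for 1 h at 37 °C, then compound for 1 h at 37 °C. Luminescence was read after 15 min at room temperature.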
FUS suppressor: suppressors of FUS proteinopathy in yeast; 0.24% of 390,000 active; S. cerevisiae FUS-expressing, growth rescue, OD600, 24 h; Potency, µM (highest dose often 76.6 µM), inactives show at the highest dose growth rescue (activation), hits mostly activators;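 further: potency means the concentration at half of the fitted maximal effect; plate controls were DMSO vehicle for no effect and reference control for full effect; nearly all actives have a fitted effect of over 55% in size; some results filed as inactive show a strong effect at the top dose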
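S. cerevisiae expressing FUS from galactose induction served as the toxicity model. Growth after 24hr at 30C, read as absorbance at 600 nm, indicates suppression of toxicity; compounds dosed at several concentrations.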
HEK293 tox: cytotoxicity in counter-screen for GLP-1R inverse agonists; HEK293 cAMP-luciferase reporter cells, luminescence, 24 h; Potency, µM (doses to about 38.3 µM), without a hit: top-dose activity change, negative = inhibition, usual class: inhibitors; 0.13% of 410,000 active; AID 624418;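 further: loss of luciferase light is scored as toxicity; potency means the concentration at half of the fitted maximal effect; on the % scale 0 is the no-effect control and ±100 the full control effect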
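MLSMR compounds, 24 hr on cells at 37 deg C/5% CO2; luminescence after luciferase reagent (12 min RT). Inhibition counted as the undesired cytotoxic outcome.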
TDP-43 yeast inh: inhibitors of TDP-43 toxicity in yeast. TDP-43 expressing yeast growth rescue, BacTiter-Glo, 24 h. Potency, µM (series often up to 46.1 µM), without a hit: top-dose growth rescue (activation), actives largely listed as activators. 1.8% of 410,000 active. AID 652104; further: potency means the concentration at half of the fitted maximal effect; % of control where 0% means no effect; nearly all actives have a fitted effect of over 50% in size
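Readout is BacTiter-Glo luminescence of cell growth, so inhibitors register as activators. TDP-43-expressing yeast at OD600=0.02 in galactose medium, after raffinose pregrowth to mid-log, were incubated with compound for 24 hr at 30 deg C.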
Mm-Cpn inhibitor: inhibitors of Methanococcus maripaludis chaperonin (MmCpn) | purified Mm-Cpn ATPase, ADP Transcreener TR-FRET | Potency, µM (doses to about 76.9 µM), for the others: at the top dose activity, negative = inhibition, most hits filed as inhibitors | 0.031% of 330,000 active | AID 504842; further: potency means the concentration at half of the fitted maximal effect; on the % scale 0 is the no-effect control and ±100 the full control effect; nearly all actives have a fitted effect of over 80% in size
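ATPase turnover read by TR-FRET ADP competition (Eu cryptate antibody/ADP-d2, 665/590 nm): 10uM ATP final, 25nM Mm-CPN final, 30 min 37degC after 10-min compound preincubation, pH 7.4 Tris/KCl/MgCl2/DTT buffer.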
aSyn yeast inh: rescues yeast growth from alpha-synuclein toxicity; Yeast expressing alpha-synuclein, growth rescue, BacTiter-Glo, 24 h; Potency, µM (highest dose often 46.1 µM), for inactives: top-dose growth rescue (activation), most hits filed as activators; 0.14% of 370,000 active; further: potency means the concentration at half of the fitted maximal effect; % of control where 0% means no effect; nearly all actives have a fitted effect of over 65% in size
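Screening used galactose-induced yeast with toxic alpha-synuclein levels, exposed to compound for 24 hr at 30 deg C. Cell growth, read with BacTiter-Glo luminescence, gave the measured signal.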
GLP1R inv ag: GLP-1 receptor (human) inverse agonism; P43220; HEK293 GLP-1R CRE-luciferase, luminescence, 24 h; GLP-1R form is constitutively active; Potency, µM (highest dose often 38.3 µM), for inactives: at the top dose activity change, negative = inhibition, hits mostly inhibitors; 1.6% of 410,000 active; further: potency means the concentration at half of the fitted maximal effect; on the % scale 0 is the no-effect control and ±100 the full control effect; nearly all actives have a fitted effect of over 55% in size
Target sequence (P43220 whole entry, looked up): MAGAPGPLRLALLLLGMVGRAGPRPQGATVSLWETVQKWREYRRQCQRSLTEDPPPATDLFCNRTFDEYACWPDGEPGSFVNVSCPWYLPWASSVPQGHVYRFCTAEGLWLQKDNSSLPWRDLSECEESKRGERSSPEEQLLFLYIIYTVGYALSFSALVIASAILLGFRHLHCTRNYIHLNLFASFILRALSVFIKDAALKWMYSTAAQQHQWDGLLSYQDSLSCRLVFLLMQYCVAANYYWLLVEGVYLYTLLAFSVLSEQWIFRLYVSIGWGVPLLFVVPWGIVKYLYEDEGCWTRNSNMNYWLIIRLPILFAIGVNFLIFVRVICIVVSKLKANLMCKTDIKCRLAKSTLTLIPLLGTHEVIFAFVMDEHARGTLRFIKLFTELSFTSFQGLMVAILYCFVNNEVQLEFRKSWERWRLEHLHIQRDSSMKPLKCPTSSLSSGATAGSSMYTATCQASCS
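Cells are plated, allowed 12 hours at 37 deg C, then treated with compounds for 24 hr before luciferase detection reagent is added and luminescence is read after 12 min at room temperature. The HEK293 line carries constitutively active GLP-1R with a cAMP-responsive reporter.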
pAkt inh: blocks phosphorylation of Akt; activity change, % for hits at 50 µM; Neuro2A IGF-stimulated pAkt S473 HTRF, 20 min; hits give low values; 0.32% of 360,000 active; in the data active means activity change below about -80%; inconclusive means mostly about -51% to -80%; further: on the % scale 0 is the no-effect control and ±100 the full control effect
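Neuro2A cells in DMEM with 0.5% FBS, overnight at 37 deg C, given compound at single 50 µM final, then IGF (6 nM final) for 20 min at 37 deg C. Lysed; phospho-Akt Ser473 by HTRF after 24 h, 665/615 ratio.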
Abeta yeast res: restores growth of yeast expressing A-beta42 peptide. Potency, µM (series often up to 46.1 µM), for the others: top-dose growth rescue, most hits filed as activators. 0.063% of 410,000 active. AID 1347071. yeast expressing A-beta42, growth rescue, OD600, 48 h; response scale: 0% DMSO, 100% iron-clioquinol control; further: potency means the concentration at half of the fitted maximal effect; nearly all actives have a fitted effect of over 55% in size
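Growth rescue measured by 600 nm absorbance after 48 h yeast culture at 30 C with compound. Values normalized between DMSO and an equimolar ferric chloride plus clioquinol control.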
* hit, by the source's call; i = inactive; u = inconclusive; x = no result given; [ ] = dose if it differs, or a comment. Unless noted, the call rests on the fitted dose curve; in most records, active means well fitted curve in the direction sought with a large enough effect; inconclusive means small, poorly fitted or top-dose-only effect, or another doubt; inactive means no such curve, though single readings can be large; an effect the other way counts as inactive or inconclusive. Some of the compounds tested, so the mix of outcomes need not match the whole.

SMILES	PTHR1 ag	FUS suppressor	HEK293 tox	TDP-43 yeast inh	Mm-Cpn inhibitor	aSyn yeast inh	GLP1R inv ag	pAkt inh	Abeta yeast res
COC(=O)c1ccc(C(=O)OC)c(NC(=O)COC(=O)C2CCCCC2)c1	i	18%	11%	3%	-1%	2%	3%	i	25%
CCOC(=O)CNC(=O)CSc1nnc(NC(=O)c2ccc(S(=O)(=O)N3CCOCC3)cc2)s1	-27%	x	13%	15%	0%	6%	5%	i	1%
O=[N+]([O-])c1ccc(N2CCOCC2)cc1NC(c1ccccc1)c1ccccc1	i	x	11%	-11%	-1%	3%	0%	i	0%
CC(=O)c1ccc(OCCCC(=O)NC2CCCCC2C)cc1 (configuration not stated)	i	4%	4%	20%	-1%	-2%	16%	i	-14%
COc1ccc(CC2NCCC3(O)CCCCC23)cc1 (configuration not stated)	-3%[57.5 µM]	9%	3%	10%	0%	-1%	-26%	i	10%
Cc1[nH]c(=S)c(C#N)c(C)c1CCC#N	9%	24%	2%	0%	0%	15%	10%	i	-7%
CSc1cccc(NC(=O)C2CCN(S(=O)(=O)c3ccc4c(c3)NC(=O)CO4)CC2)c1	-24%	12%	-14%	8%	2%	5%	u	i	10%
CCOc1ccc(N(CC(=O)Nc2cccc(Br)c2)S(C)(=O)=O)cc1	-31%[inhibitor]	18%	1%	13%	1%	13%	u	i	11%
O=C(COC(=O)CSc1ccc([N+](=O)[O-])cc1)NCc1cccs1	i	13%	-7%	15%	3%	-2%	9%	i	2%
O=C(Cn1cnc2onc(-c3ccc(Cl)cc3)c2c1=O)Nc1ccc(F)cc1	i	13%	-2%	7%[9.22 µM]	x	x	3%	x	-5%
COc1ccc(-n2nnc(-c3nsc(NC(=O)c4cccs4)n3)c2C)cc1OC	-7%	17%	-8%	6%	x	x	7%	x	-7%
COc1ccc(C(=O)NCCCNC(=O)c2cccnc2)cc1OC	-8%	-1%	7%	0%	-1%	1%	28%	i	1%

Entries of single compounds as entered above. Values in the order: PTHR1 ag, FUS suppressor, HEK293 tox, TDP-43 yeast inh, Mm-Cpn inhibitor, aSyn yeast inh, GLP1R inv ag, pAkt inh, Abeta yeast res
Record of COc1ccc(-n2nnc(-c3nsc(NC(=O)c4cccs4)n3)c2C)cc1OC = -7%, 17%, -8%, 6%, x, x, 7%, x, -7%
Record of O=C(Cn1cnc2onc(-c3ccc(Cl)cc3)c2c1=O)Nc1ccc(F)cc1 = i, 13%, -2%, 7%[9.22 µM], x, x, 3%, x, -5%
Record of COC(=O)c1ccc(C(=O)OC)c(NC(=O)COC(=O)C2CCCCC2)c1 = i, 18%, 11%, 3%, -1%, 2%, 3%, i, 25%

(next part)
SMILES	PTHR1 ag	FUS suppressor	HEK293 tox	TDP-43 yeast inh	Mm-Cpn inhibitor	aSyn yeast inh	GLP1R inv ag	pAkt inh	Abeta yeast res
COc1cc(C=CC(=O)OCC=Cc2ccc3c(c2)OCO3)cc(OC)c1OC	-23%	x	-10%	-9%	x	2%	5%	i	7%
COc1ccc(CCN=C2SCC(=O)N2Cc2ccccc2)cc1OC	-53%[inhibitor]	16%	2%	19%	0%	1%	u	i	-8%
Cc1cccc(C(C)C)c1NC(=O)c1ccc2c(c1)CCN2S(C)(=O)=O	i	11%	6%	-13%	x	x	-3%	x	-23%
Cc1ccc(SCCNC(=O)C(C)C)cc1	i	-4%	-2%	1%	-2%	-1%	1%	i	12%
CN1/C(=C\C(=O)c2ccccc2Cl)c2ccccc2CC1(C)C	-4%	x	3%	-5%	-1%	0%	8%	i	18%
N/C(CS(=O)(=O)c1ccccc1)=N\OC(=O)c1ccc(F)cc1	i	-2%	-5%	-7%	2%	-5%	2%	i	-6%
O=C(/C=C/[C@H]1O[C@@H](n2ccc(=O)[nH]c2=O)[C@H](O)[C@@H]1O)NCc1cccs1	-1%	-11%	-8%	22%	x	1%	20%	i	1%
CCOC(=O)c1c(C)n(-c2ccccc2)c2ccc(OC(=O)c3c(F)cccc3F)cc12	-19%	-16%	24%	7%	x	x	-25%	x	-9%
CCC(C)NC(=O)c1ccc(N2CC3CC(C2)c2cccc(=O)n2C3)c(NC(=O)c2c(F)cccc2F)c1 (configuration not stated)	i	6%	-23%	0%	x	1%	17%	i	9%
O=C(CSc1ncccc1C(=O)O)c1ccccc1	i	7%	-22%	-20%	0%	0%	0%	i	1%
Cc1cccc(NC2=C(Cl)C(=O)OC2OC(C)C)c1 (configuration not stated)	-6%	-37%	-2%	13µM*	4%	1%	u	i	-7%
CCCCNC(=O)Cn1nc(Cc2ccncc2)c2ccccc2c1=O	i	-25%	-4%	14%	4%	-5%	-1%	i	-16%
COc1ccc2nc(NC(=O)CCN3C(=O)c4ccccc4C3=O)sc2c1	-6%[57.5 µM]	u	-6%	-16%	1%	-3%	0%	i	-29%
COc1ccc2c3c(cccc13)N(C)N=C2C	i	17%	6%	-10%	-6%	0%	4%	i	-22%
Cc1cc(NC(=O)CSc2ncc(CO)n2Cc2ccc(F)cc2)no1	i	-1%	-26%	-3%	-1%	-3%	14%	i	-14%
Cc1ccnc(NC(=O)c2cc3ccccc3oc2=O)c1	-35%	-2%	0%	u	-2%	-6%	8%	i	-11%
Nc1nc(SCC(=O)Nc2cccc(Oc3ccccc3)c2)n[nH]1	13%	-9%	4%	-23%	-2%	-8%	35%[activator]	i	0%
Cc1ccc(S(=O)(=O)c2cn(CC(=O)Nc3cccc(Cl)c3)c3ccccc3c2=O)cc1	u	u	10%	6%	x	x	-4%	x	1%
Oc1c(Br)cc(Cl)cc1C=Nc1ccccc1Br	-14%	-34%	44%[activator]	2%	0%	-7%	-20%	i	13%
CCC(CC)c1nnc(NC(=O)CN2C(=O)c3ccccc3C2=O)s1	i	18%	29%	-19%	-4%	-6%	6%	i	9%
Cn1c(SCC(=O)c2ccccc2)nnc1C1COc2ccccc2O1 (configuration not stated)	i	-9%	0%	-9%[1.82 µM]	-7%	7%	-18%	i	-3%
Cc1cc(C)c(S(=O)(=O)Nc2ccc(-c3ccc(N4CCCCCC4)nn3)cc2)c(C)c1	-8%	-6%	-18%	6%	x	x	u	x	-10%
CCOP(=O)(OCC)c1nc(-c2ccc(C)cc2)oc1N1CCOCC1	i	44%	5%	11%	x	-1%	0%	i	9%
O=C(NCc1cccc(Cl)c1)c1cnn2c1NC(c1ccco1)CC2C(F)(F)F (configuration not stated)	-15%[57.5 µM]	28%	-16%	-13%	0%	10%	0%	i	-10%
O=C(Oc1c(Cl)cc(Cl)c2cccnc12)N1CCCCC1	-35%[inhibitor][57.5 µM]	18%	4%	u	1%	23%	u	i	8%
COc1cccc(-c2nc(CS(=O)(=O)CC(=O)N3CCc4ccccc4C3)c(C)o2)c1	-48%[inhibitor]	37%	-8%	7%	-3%	9%	8%	i	3%
c1ccc(SSc2ccccn2)nc1	-17%	5%	9%	-94%[inhibitor]	x	-1%	-9%	i	-93%[inhibitor]
Cc1ccc(S(=O)(=O)N2CCC(C(=O)N3CCN(Cc4ccccc4)CC3)CC2)cc1	-3%	-3%	3%	-1%	0%	7%	-22%	i	4%
Cc1nnc(NC(=O)CSc2nnc(CC(=O)Nc3ccccc3Cl)n2C)s1	-23%	-1%	-1%	-5%	1%	1%	39%[activator]	i	-1%
Nc1ncc(Br)cc1S(=O)(=O)Nc1cc(C(F)(F)F)cc(C(F)(F)F)c1	-28%	9%	0%	-4%	0%	-6%	u	i	-1%
COC(=O)Nc1nc2ccc(SC(C)C)cc2[nH]1	-11%	-22%	-16%	9%	0%	-2%	u	i	-21%
COC(=O)C1=C(c2ccc(OC)cc2)OC(=O)C1(C)C	i	-16%	10%	23%	1%	-7%	12%	i	-1%
CCC(C)Nc1nc(Cl)nc(N(C#N)CN2C(=O)c3ccccc3S2(=O)=O)n1 (configuration not stated)	-31%[inhibitor]	12%	-30%	-16%	-1%	13%	53%[activator]	i	15%
COc1ccc(Nc2nnc(-c3ccc(N4CCOCC4)c([N+](=O)[O-])c3)c3ccccc23)cc1	i	x	4%	-10%	2%	2%	4%	i	0%
Cc1noc(C)c1COc1ccccc1C(=O)NCc1ccco1	-5%	-21%	-1%	5%	-3%	-5%	12%	i	-1%
O=C(N/N=C/c1ccc2c(c1)OCO2)c1ccc(NS(=O)(=O)c2cccs2)cc1	-14%	22%	11%[7.66 µM]	8%	1%	0%	21%[7.66 µM]	i	12%
CN(CC(=O)Nc1cccc(F)c1)C(=O)c1ccc(OCc2ccccc2)cc1	-21%	-9%	-12%	19%	-1%	7%	u	i	-11%
CCCOc1ccc(C(CC(=O)O)NC(=O)c2cccs2)cc1 (configuration not stated)	-25%	17%	20%	-16%	1%	-4%	-4%	i	7%
O=C(N/N=C/c1ccc(OC(F)F)cc1)c1ccc(Br)cc1	i	x	-2%	22%	1%	-2%	-21%	i	7%
O=C(NCCSc1c[nH]c2ccccc12)c1ccc2c(c1)OCO2	-87%[inhibitor]	14%	-20%	u	-2%	11%	-24%	i	u
Cc1cccc(CN2[C@H](COC(=O)Nc3ccccc3)C=CS2(=O)=O)c1	-20%	-7%	0%	20%	x	6%	-13%	i	-1%
O=C1[C@@H](Oc2ccccc2)[C@@H](c2ccncc2)N1c1ccncc1	i	-17%	1%	5%	0%	-3%	1%	i	-2%
COCCN(C(=O)CNC(=O)c1ccco1)C(C(=O)NC1CCCC1)c1cccs1 (configuration not stated)	i	17%	-4%	-20%	-2%	-5%	1%	i	-6%
COc1ccc(CN2CCCN(CC(=O)Nc3cc(C)ccc3C)S2(=O)=O)cc1	-29%	25%	-6%	u	x	x	-23%	x	5%
